Bioassay records: PubChem, several laboratories
Insulin prom up: MIN6 insulin promoter up-regulation | MIN6 insulin promoter-GFP reporter, high-content imaging; stronger effect = higher value | z-score at 5 µM | 190,000 tested, 0.3% active | AID 1625;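 active = z-score above 3 at 5 µM with at least 500 cells counted in the well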
M1AAP inhibition: malaria alanyl aminopeptidase activity blockers – biochemical, fluorogenic H-Leu-NHMec substrate, 1536-well (AID 1445) | 220,000 tested, 0.42% active | recombinant M1AAP, H-Leu-NHMec fluorogenic kinetic assay; higher % means a stronger effect | inhibition, % at 30 µM, or IC50 in µM where a hit was titrated;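 active = primary inhibition above the hit cutoff, then over 50% inhibition at one or more dose response concentrations, cut at about 23% in these data, passing the limit was not always enough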;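 also: plate controls were DMSO full reaction for no effect and no enzyme background for full effect; strong numbers were not always called active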
Dynein cargo inh: blocks dynein driven cargo transport along microtubules; 3617.4 mouse cells, GR-EGFP nuclear translocation imaging; test concentration mostly 20 µM; stimulated with dexamethasone, 1 µM; stronger effect = lower value; z-score, hits read low; 220,000 tested, 0.47% active;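 active = plate z-score of nuclear minus cytoplasmic receptor signal below a set negative limit, without overly bright fluorescence or cell loss, cut at about -3.5 in these data, passing the limit was not always enough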;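 also: z-score of nuclear minus cytoplasmic ring GR-EGFP intensity difference per well; some compounds called inactive have numbers as strong as hits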
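Schedule: 48 h induction, then 1 h compound, then 30 min agonist, 37 °C. Buffer or medium: tetracycline-free induction medium containing charcoal-stripped FBS. Reagent: 1.0 µM final dexamethasone stimulus. Evaluation: nuclear versus cytoplasmic GR-EGFP signal, averaged per well. Signal: high-content fluorescence imaging after fixation.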
CSM14.1 death rescue: rescue of cells from ER stress-induced death, primary screen, 384-well, CSM14.1, thapsigargin, ATP luminescence (AID 1222). CSM14.1 thapsigargin-induced death rescue, ATP luminescence; higher % means a stronger effect. cellular ATP content (survival), % at 20 µM, or EC50 in µM where a hit was titrated. 190,000 tested, under 10 active;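 active = EC50 below 50 µM in the dose-response confirmation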;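 also: death triggered by thapsigargin at about 15 µM added after 2 h compound pretreatment; cell ATP read after overnight thapsigargin exposure of roughly 18 to 22 hours; normalized against plate controls of thapsigargin alone and 5% DMSO vehicle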
Yfh1-off respiration: enhancers of respiration in Yfh1-depleted yeast, dose response, Friedreich's ataxia, plus single-dose screen (AID 1465); S. cerevisiae Yfh1-off respiration, WST-1 reduction, 72 h; higher fold induction means a stronger effect; 220,000 tested, 0.074% active; one-dose fold induction at 50 µM; EC50 in µM for titrated hits;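 active = fold induction of absorbance versus untreated yeast above a set limit, then at least 30% activation at any dose in follow-up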;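 also: activators that raise dye reduction in frataxin-depleted yeast; strong numbers were not always called active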
Hep lipid drop: hepatic lipid droplet formation modulation; AML12 mouse hepatocytes, oleate lipid droplets, BODIPY imaging; inhibition, % at 6.5 µM; 240,000 tested, 0.4% active;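 active = lipid droplet intensity inhibited by at least 50%, with more than 500 cells counted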
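material = mouse AML12 hepatocyte cell line, fixed after treatment | also added = 100 µM oleic acid challenge | doses = compound at 6.5 µM only | schedule = overnight exposure | technique = Image-based BODIPY and DAPI two-channel analysis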
P. falciparum M17LAP: P. falciparum M17LAP inhibitors, primary screen, biochemical, fluorogenic H-Leu-NHMec substrate, 1536-well (AID 1619); recombinant M17LAP, H-Leu-NHMec fluorogenic kinetic assay; higher % means a stronger effect; one-dose inhibition, % at 30 µM; IC50 in µM for titrated hits; 220,000 tested, 0.38% active;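 active = compound inhibiting the enzyme by more than half at any dose during confirmatory dose-response retesting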;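 also: plate controls were full reaction with DMSO carrier for no effect and no enzyme background for full effect; strong numbers were not always called active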
Autophagy HCS: autophagy modulation, high-content screen; AID 463193; MEF GFP-LC3 puncta imaging; test concentration mostly 10 µM; 190,000 tested, 0.98% active; calls only at 10 µM (by protocol);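 active = percentage of spot-positive cells more than 3 SD above its plate mean, without a fluorescence outlier flag or 80% toxicity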;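 also: spot-positive cell cutoff set from DMSO-treated cells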
MT stabilize HCS: microtubule stabilizers in HeLa cells; 200,000 tested, 0.83% active; HeLa tubulin immunostaining HCS, 24 h; share of cells brighter than vehicle mean+2SD; % tubulin-high responders, % at 10 µM;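 active = plate Z-score above 3 for both tubulin-high and condensed-nucleus cell shares, with cell loss under 80%, at 10 µM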;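 also: anti alpha tubulin signal scored within the nucleus-defined area of each cell; some results filed as inactive read as strong as hits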
Dynein cargo inh cytoplasmic EGFP: recorded beside Dynein cargo inh, whose call it bears; z-score; measured here: cytoplasmic GR-EGFP intensity; stronger effect = higher value
Dynein cargo inh nuclear GR-EGFP: second read-out of Dynein cargo inh, no call of its own (marks repeat the call); z-score; measured here: nuclear GR-EGFP intensity;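 lower value marks the stronger effect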
Dynein cargo inh cell count: further read-out of Dynein cargo inh, marked with its call; z-score; measured here: cell count per field
Insulin prom up cell count: further read-out of Insulin prom up, marked with its call; cell count; measured here: cytotoxicity, nuclei count;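 total cells summed across four imaged fields per well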
Hep lipid drop cells 6.5 µM: recorded beside Hep lipid drop, whose call it bears; cell count; measured here: cell count, cytotoxicity flag;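 cells counted across two imaged fields per well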
MT stabilize HCS Hoechst-high %: second read-out of MT stabilize HCS, no call of its own (marks repeat the call); % Hoechst-high responders; measured here: nuclear condensation Hoechst responders;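 share of cells brighter than vehicle mean plus two SD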
MT stabilize HCS cytotoxicity %: also measured in MT stabilize HCS; calls as there; toxicity, %; measured here: cytotoxicity by cell density;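 0% = mean cell density of plate MIN control wells and 100% = no cells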
Autophagy HCS cell loss 18 h: second read-out of Autophagy HCS, no call of its own (marks repeat the call); toxicity, %; measured here: cell loss, nuclei count;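 cell loss after 18 h compound exposure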
An asterisk follows results filed as active; i = inactive; / = not tested or not shown.

Below each SMILES – Insulin prom up	Insulin prom up cell count	M1AAP inhibition	Dynein cargo inh	Dynein cargo inh cytoplasmic EGFP	Dynein cargo inh nuclear GR-EGFP	Dynein cargo inh cell count	CSM14.1 death rescue	Yfh1-off respiration	Hep lipid drop	Hep lipid drop cells 6.5 µM	P. falciparum M17LAP	Autophagy HCS	Autophagy HCS cell loss 18 h	MT stabilize HCS	MT stabilize HCS Hoechst-high %	MT stabilize HCS cytotoxicity %
1: O=C(Cc1ccccc1)NNC(=O)c1ccccc1C(=O)O
→ 0.08	1094	0.8%	1.64	-0.15	0.847	-1.46	/	i	39.1	668	7.9%	/	/	/	/	/
2: CCOc1ccc(N(CC(=O)Nc2ccccc2C(=O)NCc2ccco2)S(C)(=O)=O)cc1
→ -0.17	951	23.4%*	0.29	-0.233	0.318	0.693	-2.7%	i	-2.0	754	4.7%	i	2.0	2.5	0.9	4.5
3: Nc1nc(NCc2c(F)cccc2Cl)nn1-c1ccccc1
→ -0.38	1283	4.0%	0.0883	-0.193	0.145	-0.795	-1.4%	i	0.4	729	0.2%	i	2.7	7.6	3.9	0.7
4: CC1(C)CC(=O)C=C(NC2CCCCCCC2)C1
→ /	/	-7.1%	1.51	-0.281	1.43	-0.433	-1.4%	i	-0.5	705	-2.8%	i	-6.2	2.8	2.1	9.6
5: CC1CCN(CCCNC(=O)c2cc3sccc3n2C)CC1
→ -1.01	1266	6.1%	1.33	-0.166	1.22	-1.92	2.9%	i	/	/	9.5%	i	18.6	4.8	2.4	1.3
6: O=S(=O)(/N=C(/Nc1cccc2ccccc12)c1ccccc1)c1cccs1
→ -0.05	1298	-2.5%	0.407	-0.172	-0.196	-0.237	1.2%	i	-65.6	571	-7.5%	i	39.6	2.2	1.5	6.2
7: Cc1ccc(N(C(=O)c2nsc(Cl)c2Cl)C(C(=O)NC2CCCC2)c2ccc(O)cc2)cc1C (centres undefined)
→ 0.42	1432	2.0%	0.546	-0.248	0.391	-0.1	0.3%	i	-8.1	633	-14.1%	i	4.4	4.4	5.4	3.2
8: CCOc1ccc(-c2nnn(CC(=O)c3cc(OC)ccc3OC)n2)cc1
→ /	/	1.1%	0.0446	-0.299	-0.611	-0.2	-3.1%	i	/	/	4.7%	i	1.8	50.2*	44.6*	21.3*
9: NS(=O)(=O)c1ccc(CCNC(=O)[C@@H]2CCCN2S(=O)(=O)c2ccccc2F)cc1
→ /	/	4.1%	-0.928	-0.112	-0.531	0.252	-0.9%	i	/	/	10.3%	i	13.7	3.4	2.1	8.0
10: Cc1cc(C)n(-c2ccc(C(=O)N3CC(C)OC(C)C3)cc2)n1 (centres undefined)
→ 0.83	1281	-1.8%	0.155	0.421	0.277	-0.84	-0.8%	i	-4.4	663	12.1%	i	-2.8	2.6	1.4	4.0
11: Cc1c(CC(=O)O)c(=O)oc2c(C)c(OCc3nn[nH]n3)ccc12
→ -0.11	1431	3.3%	-0.209	-0.219	-0.274	0.524	/	i	4.3	691	-0.1%	/	/	/	/	/
12: COC(=O)c1cc(Nc2cc(C)c3ccc(O)cc3n2)cc(C(=O)OC)c1
→ -3.19	1221	17.8%	1.11	-0.222	1.13	-0.912	/	i	-11.5	674	24.0%	/	/	/	/	/
13: CCN(Cc1ccncc1)C(=O)c1ccc2c(c1)S(=O)(=O)c1ccccc1C2=O
→ -0.64	1364	3.2%	0.925	-0.162	0.706	-0.356	-9.0%	i	8.6	705	-2.0%	i	-0.5	3.1	2.8	5.7
14: N=C(N)SCc1nc2ccccn2c1Br
→ -0.18	1505	5.4%	-2.06e-06	-0.236	0.104	-0.0821	-2.1%	i	-0.6	624	1.8%	i	-10.9	3.4	2.6	8.0
15: COC(=O)c1[nH]c(=O)c2ccccc2c1O
→ /	/	1.6%	-0.291	-0.0524	-0.508	1.53	1.2%	i	3.4	770	16.1%	i	-8.0	2.8	2.1	3.3
16: OCCOCCOCCn1c2ccccc2c2ccccc21
→ -0.83	1095	5.1%	-1.41	-0.103	-0.74	-0.0247	-1.5%	i	-6.0	795	-3.1%	i	14.1	4.5	2.7	4.3
17: S=C(Nc1cccc(Cl)c1)Nc1ccc2cn[nH]c2c1
→ 0.13	1557	10.3%	0.404	2.04	0.387	-1.13	-1.7%	i	0.9	658	10.6%	i	-5.0	4.5	2.3	8.5
18: C=C(C)c1nc(N)nc(N)n1
→ 0.61	1424	15.0%	0.429	-0.0675	0.515	-1.35	-0.6%	i	/	/	6.1%	i	6.3	5.9	1.8	2.9
19: Cc1onc(-c2ccccc2Cl)c1C(=O)NC(=S)Nc1ccccc1C(N)=O
→ -0.46	1422	0.0%	-0.397	-0.226	-0.623	0.178	4.4%	i	5.0	614	9.2%	i	-1.9	2.5	3.5	6.0
20: CN1C(=O)c2ccccc2C(C(=O)O)C1c1cn(C)c2ccccc12 (centres undefined)
→ -1.44	1465	-1.8%	0.981	0.34	0.574	-0.294	-1.2%	i	/	/	17.4%	i	-2.1	3.9	1.8	8.4
21: Cc1nn(C)cc1CN1CCC(CO)(CCOc2ccccc2)CC1
→ 0.2	1460	0.0%	0.531	-0.265	0.266	-0.185	1.2%	i	0.2	711	-4.7%	i	-15.2	3.1	1.3	4.5
22: N#Cc1cnn(-c2ncnc3sc(-c4ccccc4)cc23)c1N
→ 0.25	1294	2.1%	-0.362	-0.213	0.417	0.464	-1.7%	i	18.8	775	12.5%	i	-2.7	3.0	1.0	8.1
23: O=c1[nH]c(N/N=C/c2ccccc2)nc2ccccc12
→ 0.15	1728	10.2%	-0.215	-0.026	-0.346	-0.061	-2.0%	i	-5.6	656	-14.1%	i	-18.0	1.6	2.2	3.2
24: N#CC1(C#N)COC23CCCCC2C1(C#N)C(=N)O3 (centres undefined)
→ 0.24	1278	-4.5%	-2.89	0.0815	-2.21	0.987	-1.5%	i	/	/	-12.3%	i	1.3	1.9	1.5	6.3
25: O/N=C/c1cc(Br)ccc1OCc1ccc(F)cc1
→ /	/	/	-0.171	-0.17	-0.38	-0.361	/	i	/	/	/	i	16.2	2.6	1.8	3.3
26: CSC(=NC#N)N1CCN(c2cccc(Cl)c2)CC1
→ /	/	-2.8%	0.366	-0.221	-0.519	-0.174	2.3%	i	/	/	12.1%	i	12.7	2.1	2.6	10.5
27: O=C(CC(SCCO)c1ccc2c(c1)OCO2)c1ccco1 (centres undefined)
→ -0.57	1224	15.8%	-2.12	0.0228	-1.02	0.678	/	i	-4.9	624	11.4%	i	4.4	6.0	3.4	6.5
28: CCOC(=O)C(Cc1ccccc1)NC(=O)Cn1nnc(-c2ccc(SC)cc2)n1 (centres undefined)
→ -0.12	1508	2.4%	-0.266	-0.224	-0.971	0.806	-2.2%	i	/	/	2.9%	i	0.4	2.0	2.0	10.1
29: CCOC(=O)C1CCN(c2c(NCCN3CCN(c4ccccc4)CC3)c(=O)c2=O)CC1
→ -0.11	1497	3.4%	-1.03	-0.273	-0.562	0.484	/	i	1.8	665	-9.1%	/	/	4.1	1.6	4.7
30: Cc1cc(C)n2ncc(C(=O)Nc3ccc(Cl)c(Cl)c3)c2n1
→ -0.83	1362	11.1%	-0.23	-0.141	-0.121	-0.607	-1.0%	i	-11.0	728	19.6%	i	11.6	1.6	1.9	2.1
31: COc1cc(SC)ccc1C(=O)NCCOc1ccc(Cl)cc1
→ -0.01	1452	8.4%	-0.0938	-0.263	-0.0248	0.377	6.3%	i	-25.9	666	1.9%	i	-4.8	1.4	2.9	8.3
32: CC(=O)c1ccc(N/C=C\C(=O)c2ccc(C)cc2)cc1
→ -0.62	1541	2.9%	0.255	-0.331	0.854	-0.298	0.7%	i	-5.3	650	18.2%	i	-7.7	2.5	2.3	3.6
33: COc1ccc(CNC(=O)C/C(C)=N/NC(=O)COc2ccccc2)cc1
→ -0.06	1562	4.8%	-1.08	-0.198	-0.285	1.15	-0.8%	i	-0.2	726	3.9%	i	2.4	3.1	1.6	5.1
34: COc1ccccc1NCc1ccc([N+](=O)[O-])s1
→ 0.21	1409	3.8%	0.772	-0.173	0.586	-1.68	-1.6%	i	4.8	641	3.5%	i	4.4	1.1	1.2	13.7
